Screening results: PubChem, Southern Research Specialized Biocontainment Screening Center
H1N1 NS1A inhibition – H1N1 influenza NS1A inhibitors, functional cell based assay (AID 504329); NS1A functional cell-based assay, percent inhibition; higher % means a stronger effect; inhibition, % at 12.5 µM; hits with a dose series show IC50 in µM; actives 0.3% (n = 340,000); in the data active = a potency from the dose series; inconclusive = inhibition above about 27% without an active follow-up result; note: strong numbers were not always called active
VEEV TC-83 Vero – inhibitors of VEEV TC-83 cytopathic effect, confirmation, Vero cells (AID 588727) | actives 0.13% (n = 350,000) | Vero cells, VEEV TC-83 cytopathic effect inhibition; higher % means a stronger effect | one-dose inhibition, % at 20 µM; IC50 in µM for titrated hits; in the data active = a potency from the dose series; inconclusive = inhibition mostly from about 14% at the one dose, without a potency; inactive = the rest, 99 in 100 with inhibition below about 12%; note: strong numbers were not always called active
M. tuberculosis HTS – M. tuberculosis growth inhibition, HTS (AID 449762). M. tuberculosis H37Rv growth inhibition, 7H9 media; higher % means a stronger effect. inhibition, % at 25 µM, or IC50 in µM where a hit was titrated. actives 0.59% (n = 330,000); in the data active = a potency from the dose series; inconclusive = inhibition above about 70% without an active follow-up result;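 note: bacterial growth assessed after seven days of incubation; strong numbers were not always called active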
Salmonella PhoP GFP – PhoP regulon inhibitors, Salmonella typhi PhoP promoter GFP reporter, confirmatory (AID 1850) | one-dose inhibition, % at 50 µM; IC50 in µM for titrated hits | actives 0.33% (n = 310,000) | Salmonella Typhi PhoP-promoter GFP reporter, fluorescence, 4 h; higher % means a stronger effect; in the data active = a potency from the dose series; inconclusive = inhibition mostly from about 25% at the one dose, without a potency; inactive = the rest, 99 in 100 with inhibition below about 19%;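 note: 0% = induced wells with vehicle and 100% = uninduced wells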
M. tuberculosis – growth inhibition of non-replicating M. tuberculosis (AID 488890); Mycobacterium tuberculosis non-replicating, growth inhibition; higher % means a stronger effect; inhibition, % at 25 µM, or IC50 in µM where a hit was titrated; actives 0.39% (n = 320,000); in the data active = a potency from the dose series; inconclusive = inhibition mostly from about 82% at the one dose, without a potency; inactive = the rest, 99 in 100 with inhibition below about 76%;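 note: plate controls were DMSO cells for no effect and high antibiotic wells for full effect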
VEEV TC-83 Vero 10K pilot screen – further read-out of VEEV TC-83 Vero, marked with its call; inhibition, %; measured here: 10K pilot screen inhibition
An asterisk follows results filed as active; i = inactive; ? = inconclusive; . = not tested or not shown. Hits appear at their usual frequency. Share with any hit: about 1.4%.

SMILES | H1N1 NS1A inhibition | VEEV TC-83 Vero | M. tuberculosis HTS | Salmonella PhoP GFP | M. tuberculosis | others
Cc1ccc(NS(=O)(=O)c2ccc(N3CCN(c4ccc(O)cc4)CC3)c([N+](=O)[O-])c2)c(C)c1 | 7% | 3.3% | ? | 4% | 28%
COc1cc(C(c2sc3nc(C)nn3c2O)N2CC(C)OC(C)C2)cc(OC)c1OC (stereo not drawn) | 6% | 2.2% | 2% | -1% | 2% | VEEV TC-83 Vero 10K pilot screen=0.4
COc1ccc(C2CC(c3ccccc3OC(=O)/C=C/c3ccccc3)=NN2C(C)=O)cc1 (stereo not drawn) | -16% | 3.5% | 12% | 8% | 21%
COc1ccc(OC)c(NC(=O)NNC(=O)CCCOc2ccc(Cl)cc2C)c1 | -8% | 1.2% | 2% | -7% | -5%
CC(C)c1ccc(NC(=O)c2csnn2)cc1 | 2% | 2.4% | -1% | -9% | 22%
Cc1ccc(C(=O)N/C(=C\c2ccccc2)C(=O)NCc2ccncc2)cc1 | -10% | 0.6% | -5% | 10% | -4%
O=C(COc1ccccc1)N(Cc1ccco1)C1CCS(=O)(=O)C1 (stereo not drawn) | -12% | i | -1% | 4% | -10%
CCN(CC)c1ccc(/C=C2\C(=N)N3N=C(CC(=O)N4CCOCC4)SC3=NC2=O)cc1 | -3% | 3.7% | -1% | 0% | -6%
Cc1cc(Cl)ccc1OC(C)C(=O)NCCCn1ccnc1 (stereo not drawn) | -32% | 0.2% | 2% | 4% | 29%
O=C(Nc1ccccc1)c1cc(N2CCOCC2)nc2ccccc12 | -5% | 8.3% | 11% | -2% | 1%
CCOC(=O)c1[nH]c2ccccc2c1NC(=O)CC(C)(C)C | -1% | 0.7% | -9% | -4% | .
NCCCN1CCN(c2ccccc2)CC1 | 11% | 0.0% | -6% | 10% | -13%
OCCCNC(c1ccccc1)c1ccc(O)cc1 (stereo not drawn) | 7% | i | -2% | 4% | 14%
CC(=O)N/N=C/c1ccc(OCCOc2ccc(Br)cc2)cc1 | -3% | i | 8% | -1% | 40%
CCOC(=O)c1cnc2ccc(OCC)cc2c1NCCCN1CCOCC1 | 1% | 0.1% | 2% | -6% | 12%
COc1ccc(CN(C)CC(=O)NC(=O)NC2CCCCC2)cc1 | 0% | i | 2% | . | 18%
O=C(NCc1ccc(F)cc1)N1CCc2ccccc2C1 | -5% | i | -3% | -12% | 28%
Cc1ccc(N=C2NC(=O)/C(=C\c3ccsc3)S2)c(C)c1 | -1% | 2.9% | ? | 3% | 60%
N#CC1(NC(=O)CN2C(=O)NC3(CCCCCC3)C2=O)CCCCC1 | -4% | 4.2% | -18% | . | -2%
Nc1nnnn1CC(=O)N/N=C/c1cc([N+](=O)[O-])ccc1O | 3.1µM* | 1.1% | 24% | 0% | -1%
CCC(=O)N1CCc2cc(S(=O)(=O)N3CCN(c4cc(C)ccc4C)CC3)ccc21 | 1% | 2.3% | 0% | -12% | -6%
COc1ccccc1NC(=O)c1ccc(Br)o1 | 4% | 0.9% | 9% | -8% | 1%
CCC(=O)NC(=S)Nc1ccc(N2CCN(C(=O)c3ccc(Cl)cc3)CC2)cc1 | 0% | 7.8% | ? | 8% | ?
Cc1ccc(C(=O)Nc2ncccc2C)o1 | 9% | 1.1% | . | . | .
CCOc1ccc(CCNC(=O)COC(=O)CCC(=O)c2cccs2)cc1OCC | 11% | 1.3% | 4% | -6% | 11%
CN(Cc1cc(=O)n2ccsc2n1)Cc1nc2ccccc2c(=O)[nH]1 | -3% | 1.3% | 17% | 9% | 0%
COc1ccccc1NC(=O)c1cn(C)c(=O)c2cc(OC)c(OC)cc12 | 10% | 8.0% | -12% | -4% | 3%
Cc1ccc(Cl)cc1Nc1nc(-c2sc(NC(=O)c3ccco3)nc2C)cs1 | 2% | 8.7% | ? | -18% | 16%
Cc1cc(C)nc(N/N=C/c2ccccc2OCc2ccc([N+](=O)[O-])cc2)n1 | 2% | 0.4% | 2% | -10% | -17%
COc1cccc(-c2c(NC(C)=O)n(C)c3ccccc3c2=O)c1 | 1% | 1.6% | 0% | 1% | 6%

2 records drawn at random from those above:
SMILES | H1N1 NS1A inhibition | VEEV TC-83 Vero | M. tuberculosis HTS | Salmonella PhoP GFP | M. tuberculosis | others
CN(Cc1cc(=O)n2ccsc2n1)Cc1nc2ccccc2c(=O)[nH]1 | -3% | 1.3% | 17% | 9% | 0%
COc1ccccc1NC(=O)c1cn(C)c(=O)c2cc(OC)c(OC)cc12 | 10% | 8.0% | -12% | -4% | 3%

New compounds follow:
SMILES | H1N1 NS1A inhibition | VEEV TC-83 Vero | M. tuberculosis HTS | Salmonella PhoP GFP | M. tuberculosis | others
COc1cc(/C=N/N(C)c2ccccc2)ccc1O | 11% | 2.5% | ? | 1% | 23%
CC(=O)c1c(C(C)=O)c(C)n(-c2nc(-c3cccs3)c(C)s2)c1C | 23% | 0.2% | -4% | 15% | -4%
COc1cc2c(C(=O)N3CCN(C)CC3)c(C)n(-c3ccccc3)c2cc1Br | 1% | i | 4% | -9% | 20%
CCOc1ccc(C(=O)OC2CC3CCC(C2)N3C)cc1 (stereo not drawn) | 0% | i | 0% | -9% | -8%
Cc1ccccc1OCCNC(=O)/C=C/c1ccccc1 | 11% | 0.7% | 3% | 3% | 17%
Cc1ccc(Nc2c(F)c(F)c(F)c(F)c2C(=O)O)c(C)c1 | 4% | 3.3% | 0% | 1% | -1%
COc1ccccc1C(=O)NCC(=O)NNC(=O)C1COc2ccccc2O1 (stereo not drawn) | -3% | 1.1% | -9% | -1% | -5%
Cc1nc(C)c(C(=O)C2=C(O)C(=O)N(CCN3CCOCC3)C2c2cccs2)s1 (stereo not drawn) | 14% | 0.9% | -1% | 3% | -6%
Cc1c(C)c2ccc(OCC(=O)N3CCC(C(=O)O)CC3)c(C)c2oc1=O | -2% | 0.6% | 1% | 7% | 0%
O=C(Nc1ccc2nc(-c3ccccn3)[nH]c2c1)C1CCCCC1 | 4% | 7.4% | 1% | -1% | 50%
C=C1C(=O)[C@@]23C[C@H]4[C@@H]5[C@@]6(C)CCC[C@@]57[C@@H]2[C@@H](O)[C@@H]1C[C@H]3[C@H]7N4C6 | 2% | ? | -4% | 5% | 59%
Cc1cccc(NC(=S)N(Cc2ccco2)C(C)c2cccs2)c1 (stereo not drawn) | -5% | 3.5% | -1% | 10% | -2%
NC(=O)CC(NC(=O)Cc1ccc(Br)cc1)c1ccc(NCCN2CCCC2)c([N+](=O)[O-])c1 (stereo not drawn) | 2% | 0.7% | -3% | -2% | 5%
O=[N+]([O-])c1ccc(-c2cn3c(n2)CCC3)cc1 | -12% | 2.2% | -9% | 6% | 1%
COc1cccc(CNCc2ccc3c(c2)OCO3)c1 | -6% | i | -3% | -5% | 23%
CCc1c(C)nc(N)nc1N1N=C1SCC(=O)OC | 7% | 0.2% | 1% | -3% | -5%
CCN1C(=O)N(CN2CCOCC2)C2C1N(CN1CCOCC1)C(=O)N2CC (stereo not drawn) | 0% | 0.9% | 4% | 2% | 2%
COc1cc(Br)cc(CN2CCN(C/C=C/c3ccccc3)CC2)c1O | 8% | 0.0% | . | 3% | .
C=CCN1C(=O)C(CC(=O)NCC)SC1=Nc1cc(Cl)ccc1Cl (stereo not drawn) | 0% | 0.8% | -1% | -6% | 16%
CC(C)(C)NC(=O)CCN1CCOCC1 | -5% | i | 4% | -4% | 1%
O=C(Nc1ccc(N2CCCCC2)cc1)c1cc([N+](=O)[O-])cc([N+](=O)[O-])c1 | 12% | i | 15% | -7% | .
COC1(OC)C(=N/O)/C(=N\O)CCC1O (stereo not drawn) | 0% | 1.3% | 4% | -2% | -9%
COc1ccc([C@H](NC(=O)OC(C)(C)C)C(=O)OC(C)(C)C)cc1 | 0% | i | 4% | . | -8%
C/C(=N\NC(=S)Nc1ccc(F)cc1)C1CC1 | 6% | 0.9% | ? | 2% | 0%
O=C(O)CCSc1ncnc2sc(-c3ccccc3)cc12 | 18% | 5.1% | -2% | 3% | 30%
Cc1cc(C(=O)CCC(=O)N(C)CC(=O)Nc2ccccc2Br)c(C)s1 | -2% | 4.6% | -2% | -2% | 26%
CCCCOc1ccc(C(=O)NCC(=O)N2CC(C)CC(C)C2)cc1 (stereo not drawn) | 4% | 5.6% | -11% | . | 24%
CCOC(Cn1ccc(=O)[nH]c1=O)OCC | -14% | 1.7% | -10% | 3% | -7%
Nn1c(SCc2ccc([N+](=O)[O-])cc2)nc2ccccc2c1=O | -3% | 1.4% | 16% | -13% | 20%
COc1ccc(C(=O)OCC(=O)NCCc2ccc(F)cc2)cc1S(=O)(=O)N1CCOCC1 | -6% | 1.6% | 2% | . | 10%

Arranged by SMILES length (low to high): some entries from above.
SMILES | H1N1 NS1A inhibition | VEEV TC-83 Vero | M. tuberculosis HTS | Salmonella PhoP GFP | M. tuberculosis | others
CCc1c(C)nc(N)nc1N1N=C1SCC(=O)OC | 7% | 0.2% | 1% | -3% | -5%
O=C(O)CCSc1ncnc2sc(-c3ccccc3)cc12 | 18% | 5.1% | -2% | 3% | 30%
C=CCN1C(=O)C(CC(=O)NCC)SC1=Nc1cc(Cl)ccc1Cl (stereo not drawn) | 0% | 0.8% | -1% | -6% | 16%
Nn1c(SCc2ccc([N+](=O)[O-])cc2)nc2ccccc2c1=O | -3% | 1.4% | 16% | -13% | 20%
COc1ccc([C@H](NC(=O)OC(C)(C)C)C(=O)OC(C)(C)C)cc1 | 0% | i | 4% | . | -8%

(further entries)
SMILES | H1N1 NS1A inhibition | VEEV TC-83 Vero | M. tuberculosis HTS | Salmonella PhoP GFP | M. tuberculosis | others
O=C(NC(=S)NNC(=O)c1ccccc1O)c1ccco1 | 8.7µM* | 0.8% | -11% | 29µM* | -19% | VEEV TC-83 Vero 10K pilot screen=4.0
CC(C)NC(=O)c1cc(=O)n(C)c(=O)n1C | 1% | i | -7% | -1% | .
O=C(/C=C/c1cccs1)c1ccc(NC(=O)c2ccccc2F)cc1 | 0% | i | 0% | -12% | 60%
CCOC(=O)C1CCCNC1=O (stereo not drawn) | 2% | i | 7% | 8% | -17%
COc1ccc(CN(C)C(=O)Cc2c[nH]c3ccccc23)cc1 | -24% | 0.8% | -8% | -7% | 21%
CC(=O)OC(C)(C)/C=C/C(=O)[C@](C)(O)[C@H]1[C@H](O)C[C@@]2(C)[C@@H]3CC=C4[C@H](C[C@H](O)C(=O)C4(C)C)[C@]3(C)C(=O)C[C@]12C | -6% | 7.7% | . | -6% | .
Cc1ccc(NC(=O)Cc2c(Cl)cccc2Cl)cc1S(=O)(=O)N(C)C | 2% | 0.8% | -2% | 7% | 0%
O=C1CN(C(=O)CSc2nc(-c3ccc(Cl)cc3)cs2)c2ccccc2N1 | 8% | 3.6% | 0% | -7% | -2%
CCOC(=O)C1(CCc2ccccc2)CCN(C(=O)CCc2cnccn2)CC1 | -7% | i | -1% | 14% | 23%
CCNC(=O)c1cc(Br)ccc1Cl | -18% | 1.6% | 1% | -4% | 1% | VEEV TC-83 Vero 10K pilot screen=0.7
C=COC(=O)CSc1snc(SCC(=O)OC)c1C#N | -6% | 1.8% | -5% | -1% | ?
CCCCc1ccc(NC(=O)CSC2=NN3CCCC(=O)N=C3S2)cc1 | 1% | i | 93% | 14% | ?
CC(C)(C)c1ccc(S(=O)(=O)NCc2ccc(C(=O)N3CCOCC3)cc2)cc1 | -5% | i | -2% | -6% | 19%
Cc1c(C(=O)N2CCN(Cc3ccccc3)CC2)oc2c1C(=O)CCC2 | -2% | 0.1% | 1% | -7% | 23%
NS(=O)(=O)c1ccc(N=Nc2c(-c3ccccc3)[nH]n(-c3nc(-c4ccccc4)cs3)c2=O)cc1 | 23% | 8.1% | 7% | -15% | 9%
Cc1ccc(N/N=C2\CC(=O)c3ccccc32)cc1Cl | . | . | ? | 5% | ?
CC(=O)c1ccc(COC(=O)c2ccccc2NC(=O)C(C)C)cc1 | . | . | 6% | 3% | 32%
Cc1cc(Cl)c(C(=O)Nc2cccc(C(F)(F)F)c2)c(C)n1 | -6% | 2.3% | 4% | -4% | -2%
O=C1C=C(c2ccc(CO)cc2)C[C@@H](c2ccc3c(c2)OCO3)C1 | 2% | 0.6% | 6% | . | 10%
Cc1ccc(/C=C/C(=O)Oc2ccc(C#N)cc2)o1 | . | . | 1% | -3% | 22%
CCN1C(=O)CCN(C2CCCC2)c2nc(Nc3ccc(C(=O)NC4CCN(C)CC4)cc3OC)ncc21 | 9% | 6.5% | . | . | .
COc1ccc(N2CCOCC2)c(NC(=O)c2cc3ccccc3o2)c1 | -16% | 7.5% | 3% | -3% | 15%
Cc1cc2oc(=O)cc(CN3CCOCC3)c2cc1Cl | -12% | 1.9% | 3% | -2% | 3%
